High-throughput results (PubChem BioAssay)
BRCA1 expr act – increases BRCA1 expression. 1.1% of 380,000 active. Potency, µM (titrated, usually from 46.1 µM), for the others: at the highest dose activation, most hits filed as activators. MCF7-BRCA1-FFLuc reporter, luminescence, 48 h; response scale: scaled: vehicle 0%, 10 µM genistein 100%; further: potency means the concentration at half of the fitted maximal effect; nearly all actives have a fitted effect of over 80% in size; some results filed as inactive show a strong effect at the top dose
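48 h compound treatment of MCF7-BRCA1-FFLuc cells (phenol-red free MEM, 37 °C), then 15 min with luciferase substrate and luminescence imaging.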
B2AR arrestin – recruits beta-arrestin to the human beta2-adrenergic receptor. beta-arrestin recruitment to beta2AR, cell-based reporter. Potency, µM (top dose mostly 46.1 µM), for inactives: top-dose activation, hits mostly activators. 0.02% of 330,000 active. AID 492947;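 further: potency means the concentration at half of the fitted maximal effect; 0% = DMSO controls and full agonism = EC100 isoproterenol or metaproterenol; nearly all actives have a fitted effect of over 65% in size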
Target sequence (P07550 whole entry, looked up): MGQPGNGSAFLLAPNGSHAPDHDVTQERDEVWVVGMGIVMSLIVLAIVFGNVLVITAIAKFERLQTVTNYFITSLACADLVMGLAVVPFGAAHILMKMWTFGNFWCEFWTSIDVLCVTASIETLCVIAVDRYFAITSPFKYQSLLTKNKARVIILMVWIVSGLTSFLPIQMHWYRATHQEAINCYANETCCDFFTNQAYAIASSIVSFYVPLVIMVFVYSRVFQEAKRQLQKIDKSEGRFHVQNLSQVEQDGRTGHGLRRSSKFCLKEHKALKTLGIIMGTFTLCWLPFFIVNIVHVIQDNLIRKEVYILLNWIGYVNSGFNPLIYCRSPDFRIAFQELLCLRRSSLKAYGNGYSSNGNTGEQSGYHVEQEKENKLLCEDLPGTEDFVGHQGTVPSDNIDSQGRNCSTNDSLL
TRPV1 agonist – human TRPV1 agonism; TRPV1-expressing cells, Fluo-8 calcium influx, agonist mode; AID 540275; Q8NER1; 0.19% of 320,000 active; activation, % at 8.33 µM; in the data active means activation above about 80%; inconclusive means between about 30% and that limit; further: 0% is about no effect
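Cells expressing TRPV1 were dye-loaded with Fluo-8 and read kinetically: 10 s baseline, 3 min after compound (agonist portion), then 2 min after EC20 capsaicin (allosteric enhancer portion). Calcium-bound dye fluorescence at 480/520 nm.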
Integrin act MD – integrin-mediated muscular dystrophy alleviation activation; alpha7betagal myoblasts, beta-gal FDG fluorescence, 48 h; Potency, µM (top dose mostly 38.3 µM), for inactives: top-dose activation, most hits filed as activators; 0.064% of 350,000 active; AID 624291;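 further: potency means the concentration at half of the fitted maximal effect; 100% = response of the positive control SU9516; nearly all actives have a fitted effect of over 60% in size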
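alpha7betagal+/- myoblasts (passage 13, 250/well) treated 48 h at 37C with compounds at 1:260 dilution of DMSO stock. Lysed, then beta-galactosidase activity read as FDG fluorescence (ex 480/em 540) after 30 min, with pre-read for autofluorescence.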
ELG1 repair inh – blocks ELG1-dependent DNA repair in HEK293T cells | 2.3% of 330,000 active | Potency, µM (series often up to 46.1 µM), inactives show at the highest dose activity change, negative = inhibition, actives largely listed as inhibitors | HEK293T ELG1-luciferase reporter, luminescence, 16 h; DNA damage induced by 5-fluorouridine; further: potency means the concentration at half of the fitted maximal effect; on the % scale 0 is the no-effect control and ±100 the full control effect; nearly all actives have a fitted effect of over 55% in size
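In this reporter screen, reduction of luminescence relative to DMSO vehicle indicated activity. Compounds and 5-fluorouridine were added together to 2,000 cells per well, incubated for 16 hr at 37 °C, then developed with ONE-Glo.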
MLL CXXC-DNA inh – MLL CXXC-DNA interaction inhibition; Q03164; MLL-CXXC / FITC-HOXA9 DNA fluorescence polarization; Potency, µM (doses to about 115 µM), inactives show at the top dose activity change, negative = inhibition, usual class: inhibitors; 0.037% of 290,000 active; active means well fitted inhibition curve with a large enough effect in the polarisation, with a control signal flat, not every such curve was filed as active; inconclusive means small, poorly fitted or top-dose-only effect, or effect the other way, or a change in a side signal; inactive means no such curve, though single readings can be large or run the other way; the % refers to the polarisation; further: potency means the concentration at half of the fitted maximal effect
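Steps: dispense CXXC domain solution (7 uM) → pin compounds or unlabeled HOX-A9 DNA control → 5 min ambient → add FLSN-HOX-A9 solution (50 nM) → spin → 30 min ambient → fluorescence polarization. Tris pH 7.5/NaCl/DTT/BSA buffer.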
TCR activator – activators of T cell receptors. AID 504894. Potency, µM (highest dose often 9.22 µM), for inactives: at the highest dose activation of IL-2 secretion, actives largely listed as activators. 330,000 tested, under 10 active. primary human leukocytes, anti-CD3, IL-2 HTRF, 48 h; further: % of control where 0% means no effect
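Human primary leukocytes + a-CD3 beads + cpd, 48 hr; IL-2 in supernatant by HTRF (ex 320nm / em 665nm). No co-stimulatory signal supplied.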
p53 reactivation – mutant p53 re-activation in reporter cells | H1299 p53-A138V BP100-luciferase reporter, luminescence, 24 h | Potency, µM (titrated, usually from 92.2 µM), for inactives: at the highest dose activity change, positive = activation, most hits filed as activators | 0.063% of 320,000 active | AID 504706; further: potency means the concentration at half of the fitted maximal effect; % of control where 0% means no effect; nearly all actives have a fitted effect of over 45% in size
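p53-null H1299 cells stably carrying temperature-sensitive p53-A138V and a BP100-luciferase reporter were pinned with compounds (4-point, 1:5 series) and held 24 hrs at 37 deg C. Luminescence was read 10 min after detection reagent.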
AT treatment – potential ataxia-telangiectasia treatments restoring KAP-1 phosphorylation; […] A-T fibroblasts, KAP-1 phosphorylation AlphaLISA; neocarzinostatin DNA damage 30 min before lysis; Potency, µM (highest dose often 57.5 µM), inactives show top-dose activation, most hits filed as activators; 0.19% of 320,000 active; AID 485349; further: potency means the concentration at half of the fitted maximal effect; % of control where 0% means no effect; nearly all actives have a fitted effect of over 45% in size
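ATM-like activity read as KAP-1 phosphorylation via AlphaLISA donor/acceptor antibody pairs after lysis and 6 hr at 25C. Cells were ATM-null patient fibroblasts ([…], hTERT), dosed 60 min, then exposed to the DSB inducer NCS for 30 min.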
TSG101-PTAP inh – blocks PTAP/TSG101 interaction to inhibit HIV-1 budding | Q99816 | Fluorescence polarization, FITC-PTAP peptide / Tsg101 binding | Potency, µM (top dose mostly 115 µM), for inactives: top-dose activity change, negative = inhibition, most hits filed as inhibitors | 340,000 tested, under 10 active | AID 493005; active means well fitted inhibition curve with a large enough effect in the main read-out, with a control signal flat, not every such curve was filed as active; inconclusive means small, poorly fitted or top-dose-only effect, or effect the other way, or a change in a side signal; inactive means no such curve, though single readings can be large or run the other way; further: potency means the concentration at half of the fitted maximal effect; % of control where 0% means no effect
Target sequence (Q99816 whole entry, looked up): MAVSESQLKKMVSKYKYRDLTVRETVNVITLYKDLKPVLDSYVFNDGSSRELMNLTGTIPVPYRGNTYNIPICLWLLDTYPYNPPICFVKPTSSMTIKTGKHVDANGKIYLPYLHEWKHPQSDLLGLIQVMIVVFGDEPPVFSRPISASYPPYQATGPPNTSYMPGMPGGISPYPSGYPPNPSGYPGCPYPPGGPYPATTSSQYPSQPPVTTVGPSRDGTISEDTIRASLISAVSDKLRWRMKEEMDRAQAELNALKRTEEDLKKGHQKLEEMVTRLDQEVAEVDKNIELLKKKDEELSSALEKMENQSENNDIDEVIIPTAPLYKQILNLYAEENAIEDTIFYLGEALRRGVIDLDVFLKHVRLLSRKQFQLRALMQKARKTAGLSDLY
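Steps: Tsg101 binding domain dispensed (10 uM final), compounds pinned in DMSO, FITC-labeled PTAP-motif peptide added (50 nM final); after 20 min binding at room temperature, polarization measured.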
* hit, by the source's call; [ ] = remark or other dose. Unless noted, the call rests on the fitted dose curve; in most records, active means well fitted curve in the direction sought with a large enough effect; inconclusive means small, poorly fitted or top-dose-only effect, or another doubt; inactive means no such curve, though single readings can be large; an effect the other way counts as inactive or inconclusive.

For Cc1c(N2C(=O)CSC23C(=O)Nc2ccccc23)c(=O)n(-c2ccccc2)n1C (stereo unspecified) the results were BRCA1 expr act 12.0%, B2AR arrestin -0.8%, TRPV1 agonist -1.7, Integrin act MD -7.9%, ELG1 repair inh 6.3%, MLL CXXC-DNA inh -4.0%, TCR activator 2.1%, p53 reactivation -5.9%, AT treatment -6.6% and TSG101-PTAP inh -6.0%.
For O=C(CN1CCCCC1)NCCNc1ccc(C(F)(F)F)cc1[N+](=O)[O-] the results were BRCA1 expr act -18.6%, B2AR arrestin -2.4%, TRPV1 agonist 22.9, Integrin act MD 19.3%, ELG1 repair inh 6.1%, MLL CXXC-DNA inh 7.0%, TCR activator -5.1%[46.1 µM], p53 reactivation -8.2%, AT treatment -8.0% and TSG101-PTAP inh -3.5%.
Screening CCC1C(=O)NCCN1C(=O)c1cccc(OC2CCN(S(=O)(=O)N(C)C)CC2)c1 (stereo unspecified) returned BRCA1 expr act 11.0%, B2AR arrestin 0.2%, TRPV1 agonist 1.3, Integrin act MD -6.1%, ELG1 repair inh inconclusive, MLL CXXC-DNA inh -9.0%, TCR activator -2.1%, p53 reactivation 29.1%, AT treatment -1.5% and TSG101-PTAP inh -7.8%.
For O=C(Nc1ccc(Br)cc1)c1cc([N+](=O)[O-])cc([N+](=O)[O-])c1 the results were BRCA1 expr act -38.5%, B2AR arrestin 0.3%, TRPV1 agonist 1.5, Integrin act MD 14.1%, ELG1 repair inh inconclusive, MLL CXXC-DNA inh 9.8%, TCR activator 13.6%, p53 reactivation 8.5%, AT treatment 8.1% and TSG101-PTAP inh -6.5%.
Screening CCC(=O)N=c1sc2ccccc2n1-c1ccccc1 returned BRCA1 expr act -7.0%, B2AR arrestin 0.0%, TRPV1 agonist -3.5, Integrin act MD 29.3%, ELG1 repair inh 13.9%, MLL CXXC-DNA inh 0.6%, TCR activator 0.4%, p53 reactivation 0.6%, AT treatment -3.8% and TSG101-PTAP inh -3.3%.
Screening O=C(CCn1c(=O)[nH]c2ccsc2c1=O)NCc1ccc(F)cc1 returned BRCA1 expr act 4.9%, B2AR arrestin 0.3%, TRPV1 agonist -0.4, Integrin act MD 10.9%, ELG1 repair inh -14.2%, MLL CXXC-DNA inh 10.5%, TCR activator -3.2%, p53 reactivation -1.2%, AT treatment -1.7% and TSG101-PTAP inh -0.1%.
`COc1ccc(-c2cc(C(F)(F)F)c3c(N)c(C(=O)NCCSC)sc3n2)cc1` gave BRCA1 expr act -56.2%, B2AR arrestin -0.2%, TRPV1 agonist 13.0, Integrin act MD -22.3%, ELG1 repair inh 0.0%, MLL CXXC-DNA inh inconclusive, TCR activator 0.0%, AT treatment 5.8% and TSG101-PTAP inh inconclusive.
CN1CCN(S(=O)(=O)c2cccc(C(=O)Nc3ccccc3N3CCCC3)c2)CC1 was read as BRCA1 expr act -6.9%, B2AR arrestin -0.2%, TRPV1 agonist 0.2, Integrin act MD -10.4%, ELG1 repair inh -16.1%, MLL CXXC-DNA inh -1.0%, TCR activator 4.4%, p53 reactivation -6.8%, AT treatment 9.6% and TSG101-PTAP inh -0.3%.
For CN1/C(=C\C(=O)COC(=O)CN2C(=O)C3CC=CCC3C2=O)C(C)(C)c2ccccc21 (stereo unspecified) the results were BRCA1 expr act -9.5%, B2AR arrestin 0.5%, TRPV1 agonist -5.5, Integrin act MD -43.9%, ELG1 repair inh -19.4%, MLL CXXC-DNA inh 6.4%, p53 reactivation 0.4%, AT treatment 19.7% and TSG101-PTAP inh -6.7%.
`CC(C)(C)c1ccc(C(=O)NCCN2CCOCC2)cc1` gave BRCA1 expr act 56.8%, Integrin act MD 24.7%, TCR activator -5.0% and TSG101-PTAP inh -1.4%.
For N=c1sccn1CC(=O)NC(=O)NC1CCCC1 the results were BRCA1 expr act 3.5%, B2AR arrestin 1.7%, TRPV1 agonist 3.5, Integrin act MD -18.9%, ELG1 repair inh 12.4%, MLL CXXC-DNA inh 3.7%, TCR activator -2.0%[46.1 µM], p53 reactivation -3.5%, AT treatment -4.0% and TSG101-PTAP inh -4.0%.
For CC(=O)Nc1cccc(C(=O)N/N=C/c2cccnc2)c1 the results were BRCA1 expr act -1.2%, B2AR arrestin 0.2%, TRPV1 agonist -0.4, Integrin act MD -1.1%, ELG1 repair inh 29.6%, MLL CXXC-DNA inh -9.1%, TCR activator 4.1%, p53 reactivation 22.4%, AT treatment 0.8% and TSG101-PTAP inh -3.3%.
Screening CCCCNc1c(-c2ccc(OC)c(SC3CCCCC3)c2)nc2cnccn12 returned BRCA1 expr act -40.2%, B2AR arrestin 0.1%, TRPV1 agonist inconclusive, Integrin act MD -43.0%, ELG1 repair inh inconclusive, TCR activator -9.2%, p53 reactivation -20.7%, AT treatment 22.4µM* and TSG101-PTAP inh 4.4%.
CCn1c2ccc(F)cc2c2nnc(NN)nc21 was read as BRCA1 expr act -76.0%, B2AR arrestin -0.9%, TRPV1 agonist 4.3, Integrin act MD -18.6%, ELG1 repair inh -18.8%, MLL CXXC-DNA inh -2.4%, TCR activator -3.7%[46.1 µM], p53 reactivation -1.3%, AT treatment -4.4% and TSG101-PTAP inh -8.6%.
Cc1[nH]nc2c1C(c1ccc3c(c1)OCO3)C(C#N)=C(N)O2 (stereo unspecified) was read as BRCA1 expr act 8.0%, B2AR arrestin -0.3%, TRPV1 agonist 0.8, Integrin act MD 5.3%, ELG1 repair inh 8.7%, MLL CXXC-DNA inh 3.0%, TCR activator -0.4%, p53 reactivation 7.6%, AT treatment -0.7% and TSG101-PTAP inh -1.9%.
Screening O=C(/C(=C(\[O-])c1ccccc1)[n+]1ccc2ccccc2c1)c1ccccc1 returned BRCA1 expr act -39.2%, B2AR arrestin -1.8%, TRPV1 agonist 7.9, Integrin act MD 10.9%, ELG1 repair inh inconclusive, MLL CXXC-DNA inh 13.1%, TCR activator 3.1%[46.1 µM], p53 reactivation 14.6%, AT treatment -0.5% and TSG101-PTAP inh -8.7%.
CC(=O)c1ccc2c(c1)C1C=CCC1C(C(=O)O)N2 (stereo unspecified) was read as BRCA1 expr act -26.4%, B2AR arrestin -0.5%, TRPV1 agonist 2.7, Integrin act MD 10.2%, ELG1 repair inh 10.5%, MLL CXXC-DNA inh inconclusive, TCR activator 2.1%, p53 reactivation -5.4%, AT treatment 14.2% and TSG101-PTAP inh -3.7%.
Screening O=C(Nc1cc(Cl)ccc1O)C1CC(c2ccccc2O)=NO1 (stereo unspecified) returned BRCA1 expr act -41.7%, B2AR arrestin -0.5%, TRPV1 agonist 10.8, Integrin act MD 1.7%, ELG1 repair inh 9.7%, MLL CXXC-DNA inh -8.2%, AT treatment 6.7% and TSG101-PTAP inh 0.0%.
Cc1ccc(-c2cn(-c3ccc(OC(F)F)cc3)c3[n+]2CCCCC3)cc1 was read as BRCA1 expr act -64.3%, B2AR arrestin 0.4%, TRPV1 agonist -3.1, Integrin act MD -16.3%, ELG1 repair inh 9.2µM*, MLL CXXC-DNA inh -1.1%, TCR activator -3.0%, p53 reactivation -1.4%, AT treatment 50.0% and TSG101-PTAP inh -5.4%.
`CC(OC(=O)C1CC1)C(=O)Nc1ccc([N+](=O)[O-])cc1Cl` (stereo unspecified) gave BRCA1 expr act 2.0%, B2AR arrestin -0.9%, TRPV1 agonist -1.1, Integrin act MD 5.0%, ELG1 repair inh inconclusive, MLL CXXC-DNA inh 21.6%, TCR activator 4.7%, p53 reactivation 1.7%, AT treatment 0.4% and TSG101-PTAP inh -1.8%.
For O=C(OCC(=O)N1CCCc2ccccc21)c1cccc(C(F)(F)F)c1 the results were BRCA1 expr act -19.7%, B2AR arrestin -1.4%, TRPV1 agonist 5.3, Integrin act MD 7.1%, ELG1 repair inh 16.4%, TCR activator 8.9%, p53 reactivation 7.0%, AT treatment 0.8% and TSG101-PTAP inh 0.1%.
Cc1nn(C)c(C(=O)N/N=C/c2cccnc2)c1Cl was read as BRCA1 expr act -28.6%, B2AR arrestin -0.3%, TRPV1 agonist 2.6, Integrin act MD 1.2%, ELG1 repair inh 18.9%, MLL CXXC-DNA inh 18.6%, TCR activator 2.6%, p53 reactivation 14.1%, AT treatment 9.3% and TSG101-PTAP inh -1.7%.
`CCOC(=O)C1CCCN(C(=O)CS(=O)(=O)Cc2ccccc2)C1` (stereo unspecified) gave BRCA1 expr act 0.2%, B2AR arrestin -0.8%, TRPV1 agonist 2.0, Integrin act MD -17.7%, ELG1 repair inh 11.6%, MLL CXXC-DNA inh -5.9%, TCR activator 5.9%, p53 reactivation 8.0%, AT treatment 1.2% and TSG101-PTAP inh -8.6%.
